# Htt clearance: mutant huntingtin protein clearance. inhibition, % at 1.5 µM. HeLa Exon1htt(103Q)mCFP, aggregate imaging; zero = plate's median compound well. 0.42% of 47,000 active;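 active means inhibition of aggregate fluorescence above about 70%, also judged a hit by eye on the cell image, limit read from the data, passing the limit was not always enough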;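 further: cells exposed to compound for three days before fixation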
# Htt clearance grain fraction: recorded beside Htt clearance, whose call it bears; fraction fluorescence in grains; measured here: aggregate grain fluorescence fraction; hits give low values;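 scaled fraction of total cell fluorescence in grains with unit not stated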
# Starred values were filed as active, the others as inactive. This is a subset; count on the stated rates, not on these rows.
SMILES,Htt clearance,Htt clearance grain fraction
COc1ccc(CCNC(=O)CSc2nnc(CNc3ccc(Cl)cc3)o2)cc1OC,-65,61
O=C(N/N=C/c1ccco1)c1ccncc1,-17,24
COc1ccc(-c2nnc3c4ccccc4c(C)nn23)cc1,-15,48
O=C1NCN(c2ccccc2)C12CCN(c1nnnn1-c1ccccc1)CC2,-56,59
CCC(C(=O)O/N=C(\N)c1cccc(C)c1)c1ccccc1 (centres undefined),-64,32
O=C(NNC(=O)c1ccc([N+](=O)[O-])o1)c1ccccc1,15,34
Cc1cc(C)c2nc(N3CCCN(C(=O)c4ccco4)CC3)c(C#N)cc2c1,-113,66
Cc1cc(N/C=C\C(=O)c2ccc(Cl)c(Cl)c2)no1,10,36
Cc1onc(-c2ccccc2Cl)c1C(=O)NCCCN1CCOCC1,43,24
O=C(CSc1ccccn1)Nc1cccc(NC(=O)CSc2ccccn2)n1,-14,26
CC(C)CC1(C)NC(=O)NC1=O (centres undefined),11,19
CCCCCCC1CC(C)(/C(C)=N/NC(N)=O)OC1=O (centres undefined),36,26
CC(=O)c1c(C)nn(C(C)CC(=O)O)c1C (centres undefined),-42,27
Cc1cc(N2CCOCC2)nc2ccc(NC(=O)CCC(=O)N3CCC(C)CC3)cc12,-81,68
O=S(=O)(c1cccs1)N1CCN(c2ccccn2)CC1,15,38
Cc1ccc(S(=O)(=O)NC(C)(C)CSc2nnc(N)s2)cc1,-46,27
Cn1c(-c2cccc(Br)c2)cnc1NCc1cccnc1,-19,42
COc1ccc(NC(=O)Cn2cccc2)cc1Cl,-6,39
COC(=O)C(C(=O)N1CCN(C)CC1)C1CCCCCC1 (centres undefined),-70,33
Cc1ccc(SCCNC(=S)Nc2cc(C)cc(C)c2)cc1,19,19
O=C(NC1(C(F)(F)F)C(=O)Nc2c1c(=O)[nH]c(=O)n2Cc1ccccc1)c1ccco1 (centres undefined),-24,50
Oc1ccc(-c2nnc(-c3ccc(O)cc3)nn2)cc1,3,16
Clc1cccc(-c2cc3nc4c(c(NCc5ccco5)n3n2)CCCC4)c1,15,28
COc1ccc(Cl)cc1C(=O)Nc1ccc(S(=O)(=O)N2CCCC2)cc1,-11,26
CCn1c(/C=N/n2cnnc2)nc2ccccc21,-10,49

# (further entries)
SMILES,Htt clearance,Htt clearance grain fraction
COC(=O)c1ccc(Cn2cc(Cl)cn2)cc1,0,35
O=C(CCN1CCc2ccccc2C1)Nc1ccccc1,33,21
COc1ccc(-n2ncc3c(N4CCN(c5cc(C)ccc5C)CC4)ncnc32)cc1,-11,41
O=C(Nc1ccccc1)c1ccccc1OCC(O)CN1C(=O)c2ccccc2S1(=O)=O (centres undefined),40,22
CCS(=O)(=O)N1CCN(S(=O)(=O)c2ccc(F)cc2)CC1,22,14
CCOC(=O)C1CCCN(Cc2ccccc2Cl)C1 (centres undefined),17,19
COc1cc(NC(=O)c2ccco2)c(OC)cc1NC(=O)CCC(=O)Nc1cc(C)ccc1C,15,32
CCc1nnc(NC(=O)CSc2nnc(Cc3ccccc3)n2Cc2ccccc2)s1,36,12
COc1ccc(OC)c(NC(=O)CSc2nnc(CNc3ccc(F)cc3)o2)c1,55,16
CC(O)c1cccc(NC2=CC(=O)CC(C)(C)C2)c1 (centres undefined),5,15
CC1(C)CC(NC(=O)COc2ccc3ccccc3c2)CC(C)(C)N1,-43,57
Cc1ccc(OCC(=O)n2cnnc2N)c(C)c1,-27,25
COc1ccc2[nH]c(=O)c(CN(Cc3ccco3)Cc3nnnn3Cc3ccccc3)cc2c1,48,11
O=S1(=O)c2cccc3cccc(c23)N1Cc1ccc(-c2nnco2)cc1,-14,39
CC(C)(C)NC(=O)C(c1ccccn1)N(C(=O)C1CSC(=O)C1)c1ccc(F)cc1 (centres undefined),69,12
Cc1cccc(N2C(=O)CC(N(O)c3ccccc3)C2=O)c1 (centres undefined),4,34
COc1ccc(C2=NOC(C(=O)NC3CCCCC3)C2)cc1OC (centres undefined),-12,22
COC(=O)c1ccc(CON2C(=O)c3ccccc3C2=O)cc1,1,21
Cc1ccc(CNC(=O)CCCn2c(=O)c3ccccc3n(CC(=O)NCc3ccco3)c2=O)cc1,64,7
COC(=O)C1[C@H]2C(=O)N(Cc3cccs3)C[C@]23C=C[C@H]1O3 (some centres undefined),-13,40
CCN1CCN(C(=O)CN(Cc2ccccc2)S(C)(=O)=O)CC1,-247,65
CCN1CCN(Cc2c(O)ccc3c(=O)c(-c4ccc(OC)c(OC)c4)c(C(F)(F)F)oc23)CC1,-29,44
COC(=O)c1cc(NC(=O)C2COc3ccccc3O2)cc(C(=O)OC)c1 (centres undefined),-27,26
O=S1(=O)CC(NCc2ccccc2)C(Nc2ccccc2)C1 (centres undefined),58,7.9
CCN1C(=O)CSC1=NC1C2CC3CC(C2)CC1C3 (centres undefined),-42,54

# Of the compounds above, 10 contain an aryl methoxy group.
SMILES,Htt clearance,Htt clearance grain fraction
COc1ccc(CCNC(=O)CSc2nnc(CNc3ccc(Cl)cc3)o2)cc1OC,-65,61
COc1ccc(-c2nnc3c4ccccc4c(C)nn23)cc1,-15,48
COc1ccc(NC(=O)Cn2cccc2)cc1Cl,-6,39
COc1ccc(Cl)cc1C(=O)Nc1ccc(S(=O)(=O)N2CCCC2)cc1,-11,26
COc1ccc(-n2ncc3c(N4CCN(c5cc(C)ccc5C)CC4)ncnc32)cc1,-11,41
COc1cc(NC(=O)c2ccco2)c(OC)cc1NC(=O)CCC(=O)Nc1cc(C)ccc1C,15,32
COc1ccc(OC)c(NC(=O)CSc2nnc(CNc3ccc(F)cc3)o2)c1,55,16
COc1ccc2[nH]c(=O)c(CN(Cc3ccco3)Cc3nnnn3Cc3ccccc3)cc2c1,48,11
COc1ccc(C2=NOC(C(=O)NC3CCCCC3)C2)cc1OC (centres undefined),-12,22
CCN1CCN(Cc2c(O)ccc3c(=O)c(-c4ccc(OC)c(OC)c4)c(C(F)(F)F)oc23)CC1,-29,44

# (cont.)
SMILES,Htt clearance,Htt clearance grain fraction
CN(Cc1cnn(C)c1)C(=O)C1CCCCC1C(=O)O (centres undefined),-61,31
COC(=O)CCC(NC(=O)c1cc(C)oc1C)C(=O)OC (centres undefined),-10,21
CCCCn1c(NCCO)nc2ccccc21,61,12
Cn1c(SCCCC(=O)c2ccccc2)nnc1-c1ccncc1,20,29
COc1ccccc1NC(=O)Cn1ncc2c1-c1ccccc1OC2,7,33
O=C(O)CC(=O)Nc1ccccc1,-1,24
Cc1sc2ncnc(SCC(=O)NC(=O)NCc3ccco3)c2c1C,24,13
CCN1CCN(C(=O)CCc2nc3ccccc3c(=O)[nH]2)CC1,39,24
Cc1cc(NC(=O)CSc2ccc3nnc(-c4ccccc4)n3n2)no1,-47,50
CCn1c(COc2ccc(C)cc2)nnc1SCC(=O)Nc1cc(OC)ccc1OC,-52,47
Cc1cc(NC(=O)COC(=O)CCCOc2ccc(Cl)cc2C)no1,-44,53
O=C(O)c1ccc(CSCc2ccccc2F)o1,51,11
CCC1CCCCN1C(=O)COc1cc(=O)n(C)c2ccccc12 (centres undefined),54,21
COC(=O)c1cc(OC)c(OC)cc1NC(=S)N1CCCCC1,-6,42
COc1ccccc1CNS(=O)(=O)c1c(C)[nH]c(=O)[nH]c1=O,-29,24
Cc1ccc(NC(=O)CCNS(=O)(=O)c2ccc3c(c2)oc(=O)n3C)cc1,10,16
CCCCCCNC(=O)CSc1nccn1Cc1ccccc1,8,18
CCOC(=O)N1CCC(NC(=O)c2cc(C(=O)Nc3cccc(OC)c3)ccc2CO)CC1,-10,19
Brc1ccccc1-c1nnc(CSc2nnnn2-c2ccccc2)o1,41,21
COc1ccc(C2C(C(=O)N3CCN(C)CC3)c3ccccc3C(=O)N2C2CCCCC2)cc1 (centres undefined),40,21
Nc1nnc(SCc2cccc(C(F)(F)F)c2)s1,9,17
O=C(Nc1cccc2ccccc12)c1cn(-c2ccccc2)nc1-c1cccs1,25,30
O=C1CN(C(=O)c2cnccn2)c2ccccc2N1,-81,57
c1ccc2c(c1)ncn2CCCCOc1ccc2c(c1)CCC2,-2,24
Cc1nn(CC(=O)NCCN2CCOCC2)c(=O)c2ccccc12,8,32

# Fetched by compound from the list above, six records:
SMILES,Htt clearance,Htt clearance grain fraction
Cc1cc(NC(=O)COC(=O)CCCOc2ccc(Cl)cc2C)no1,-44,53
Cc1nn(CC(=O)NCCN2CCOCC2)c(=O)c2ccccc12,8,32
Cc1cc(NC(=O)CSc2ccc3nnc(-c4ccccc4)n3n2)no1,-47,50
COC(=O)CCC(NC(=O)c1cc(C)oc1C)C(=O)OC (centres undefined),-10,21
Brc1ccccc1-c1nnc(CSc2nnnn2-c2ccccc2)o1,41,21
CCN1CCN(C(=O)CCc2nc3ccccc3c(=O)[nH]2)CC1,39,24

# (continued)
SMILES,Htt clearance,Htt clearance grain fraction
O=C(CSc1nnc(-c2ccccn2)n1Cc1ccccc1)NC1CCCC1,18,15
CCN(CC)C(=O)CSc1nnc(CCNC(=O)OC(C)(C)C)o1,-13,45
CC12CCC(C(=O)NCc3ccco3)(OC1=O)C2(C)C (centres undefined),3,34
Oc1c(Cl)cc(Cl)cc1C=Nc1ccc2c(c1)OCCO2,22,15
CN(C)S(=O)(=O)Nc1ccc(NS(=O)(=O)N(C)C)c(S(=O)(=O)c2ccccc2)c1,-8,40
N#CC1=C(N)N(c2ccccc2)C(c2cccc([N+](=O)[O-])c2)C1(C#N)C#N (centres undefined),24,32
c1ccc(N2CCN(c3nc4cc5c(cc4s3)OCO5)CC2)cc1,-22,41
O=C(NCC(=O)N(c1ccc2c(c1)OCO2)C(C(=O)NC1CCCC1)c1cccs1)c1ccco1 (centres undefined),43,12
Cc1ccccc1OCCCCn1cnc2ccccc21,-9,25
O=C(Nc1ccc(N2CCOCC2)cc1)C1CCN(S(=O)(=O)Cc2ccccc2)CC1,19,28
O=c1sc2ccccc2n1CCCOc1ccccc1,-9,47
CCCc1cc(C(=O)Nc2cccc(C(C)=O)c2)no1,-285,138
CCC(C)(C)NC(=O)C(c1ccc(C)cc1)N(Cc1ccco1)C(=O)Cn1nnc2ccccc21 (centres undefined),0,19
CCSC1(SCC)N=C(N)C2(C#N)C(c3ccccc3)NC(C)=CC12C#N (centres undefined),-78,61
Cc1sc2nc(SCC(N)=O)n(C)c(=O)c2c1C,-2,19
Cc1cc(NS(=O)(=O)Cc2ccccc2)no1,-48,27
O=C(CSc1ncccc1C(=O)O)NCc1ccc(F)cc1,-28,44
Cc1cc(=O)n2[nH]c(-c3ccccc3)cc2n1,-15,24
Fc1cccc(-c2cc3nc(-c4ccccc4)cc(N4CCC5(CC4)OCCO5)n3n2)c1,-4,18
CN1CCN(/C=N/c2c(C#N)cnn2Cc2ccccc2)CC1,52,17
CCN(CC)CCn1c(=S)[nH]c2ccc(Cl)cc2c1=O,-9,44
c1ccc2oc(Cc3ccc(Cc4nc5ccccc5o4)cc3)nc2c1,16,17
Cn1cnnc1Sc1nc2c(c(=O)n(C)c(=O)n2C)n1Cc1ccccc1Cl,-59,29
O=C1Nc2ccccc2/C1=C/C(=O)c1cccs1,-30,27
CCOc1ncccc1C(=O)OCc1nnc(-c2ccccc2)o1,-9,39

# (further entries)
SMILES,Htt clearance,Htt clearance grain fraction
Cc1cccc(OCC(=O)Nc2cccc(-c3nnc(-c4ccccc4)o3)c2)c1C,-20,21
O=C(OCc1cc2ccccc2[nH]c1=O)C1CCCCC1,27,30
CC1CCCC(NC(=O)COC(=O)CCC2CCCC2)C1C (centres undefined),44,13
Cc1ccsc1C=Nc1c(C)n(C)n(-c2ccccc2)c1=O,-59,28
O=C(C1CCC(Cn2c(=S)[nH]c3ccccc3c2=O)CC1)N1CCOCC1 (centres undefined),22,29
CCOC(=O)C1CCCN(c2cc(C)nc3cc(-c4ccc(Cl)cc4)nn23)C1 (centres undefined),-45,27
Cc1ccc(-n2nnc3c(SCC(=O)NCC4CCCO4)ncnc32)cc1 (centres undefined),18,13
COCCNC(=O)c1cnn2c(C(F)(F)F)cc(-c3ccc4c(c3)OCO4)nc12,2,33
C1CCC2(CC1)OCC1(CO2)COC2(CCCCC2)OC1,-11,20
COc1ccccc1Nc1nc(N)nc(CN2CCC(Cc3ccccc3)CC2)n1,42,9.7
COc1ccccc1-c1cc(C(=O)N2CCN(c3ccc(F)cc3)CC2)no1,32,20
COc1ccc(CC(=O)OCC(=O)Nc2ncc(Cl)cc2Cl)cc1OC,-8,21
COc1ccc(CCn2c(C)cc3c(c2=O)C(c2ccncc2)C(C#N)=C(N)O3)cc1OC (centres undefined),-47,53
COC(=O)Cn1ncc2c3ccccc3n(C)c2c1=O,-4,44
CCOC(=O)c1sc(NC(C)=O)c(C(=O)OCC)c1C,-36,46
Cc1cc(C)c2c(c1)c(C)cc1nnc(SCC(=O)NCc3ccco3)n12,31,24
CCCCSC1=C(C#N)C(c2ccccc2C)C(C(=O)OCC)C(=O)N1 (centres undefined),-25,42
COc1ccc(-c2noc(CSc3ccccc3)n2)cc1OC,-28,54
COC(=O)c1ccc(-n2nnnc2SCC(=O)Nc2ccccc2OC)cc1,-39,48
COc1ccc(C(=O)N2CCN(c3cccc(Cl)c3)CC2)c(OC)c1,7,18
Cc1ccc(/C=N/NC(=O)c2csc(C)c2)o1,-19,23

# Entries of single compounds from above. Order of values: Htt clearance	Htt clearance grain fraction
# Shown for COc1ccccc1Nc1nc(N)nc(CN2CCC(Cc3ccccc3)CC2)n1 : 42	9.7
# Shown for COc1ccc(CCn2c(C)cc3c(c2=O)C(c2ccncc2)C(C#N)=C(N)O3)cc1OC (centres undefined) : -47	53

# An excerpt of these results, field by field.
SMILES: COc1ccc(-c2noc(CSc3ccccc3)n2)cc1OC
  Htt clearance: -28	Htt clearance grain fraction: 54
SMILES: O=C(C1CCC(Cn2c(=S)[nH]c3ccccc3c2=O)CC1)N1CCOCC1 (centres undefined)
  Htt clearance: 22	Htt clearance grain fraction: 29
